# Compound activity from PubChem.
# TDP1 block – TDP1 (human) enzyme inhibition. Q9NUW8. recombinant TDP1, AlphaScreen DNA substrate cleavage. Potency, µM (doses to about 130 µM), for the others: at the highest dose activity change, negative = inhibition, actives largely listed as inhibitors. 350,000 compounds, 0.28% hits; further: nearly all actives have a fitted effect of over 40% in size
# Target sequence (Q9NUW8 whole entry, looked up): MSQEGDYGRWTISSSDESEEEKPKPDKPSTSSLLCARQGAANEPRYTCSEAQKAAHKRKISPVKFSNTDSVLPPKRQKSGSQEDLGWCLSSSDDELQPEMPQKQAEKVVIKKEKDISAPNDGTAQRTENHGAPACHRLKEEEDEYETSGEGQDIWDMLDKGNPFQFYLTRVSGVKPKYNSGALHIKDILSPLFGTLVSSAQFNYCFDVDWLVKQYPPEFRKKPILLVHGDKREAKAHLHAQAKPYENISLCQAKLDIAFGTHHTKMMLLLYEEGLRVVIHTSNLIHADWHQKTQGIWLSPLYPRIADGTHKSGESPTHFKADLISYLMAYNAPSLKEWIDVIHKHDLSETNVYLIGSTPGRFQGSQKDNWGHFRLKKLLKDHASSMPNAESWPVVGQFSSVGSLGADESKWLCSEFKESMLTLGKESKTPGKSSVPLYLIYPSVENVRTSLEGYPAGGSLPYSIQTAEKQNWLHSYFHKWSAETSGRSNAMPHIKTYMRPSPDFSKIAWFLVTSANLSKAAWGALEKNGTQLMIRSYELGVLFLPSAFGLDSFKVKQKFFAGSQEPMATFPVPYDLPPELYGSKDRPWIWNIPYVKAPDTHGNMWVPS
#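 Here, a 5' biotin and 3' phosphotyrosine-FITC DNA oligonucleotide reports Tdp1 activity: intact substrate bridges AlphaScreen beads, while cleavage leaves a 3' phosphate and drops signal. All incubations at room temperature.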
# DT40 TDP1 no CPT – qHTS for Inhibitors of human tyrosyl-DNA phosphodiesterase 1 (TDP1): qHTS in cells in absence of CPT. DT40 Tdp1-/- hTDP1 cells, no CPT, ATP luminescence, 48 h. Potency, µM (top dose mostly 46.2 µM), for the others: at the highest dose activity change, negative = growth inhibition, actives largely listed as inhibitors. 420,000 compounds, 15% hits. AID 686978, 2013; further: nearly all actives have a fitted effect of over 55% in size
#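 Chicken DT40 Tdp1-/- cells stably complemented with human TDP1 were seeded at 400 cells/well with DMSO in place of 20 nM camptothecin. After compound pinning, cells grew at least 48 hr at 37 °C; viability read by CellTiter-Glo luminescence.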
# KAT2A inh – inhibitors of human GCN5L2 histone acetyltransferase; AID 504327; GCN5L2 HAT assay, ThioGlo1 CoA-SH fluorescence; Potency, µM (highest dose often 58.9 µM), inactives show at the highest dose activity change, negative = inhibition, hits mostly inhibitors; 390,000 compounds, 0.21% hits
#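 GCN5L2 (20nM final) in 50mM HEPES, 0.1mM EDTA pH 7.5, 0.01% Tween-20 was preincubated 15 min at room temperature with compound, then given ThioGlo1 (50uM), H3(1-25) peptide (75uM) and acetyl-CoA (70uM); CoA-thiol fluorescence (Ex340/Em540) was read at 0 and 20 min.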
# * marks the source's active call; other numbers are inactive results; ? = inconclusive; nt = not tested or not shown; [ ] = another dose, or the depositor's remark. The call rests on the fitted dose curve; in most records, active means well fitted curve in the direction sought with a large enough effect; inconclusive means small, poorly fitted or top-dose-only effect, or another doubt; inactive means no such curve, though single readings can be large; an effect the other way counts as inactive or inconclusive. On the % scale 0 is the no-effect control and ±100 the full control effect; potency means the concentration at half of the fitted maximal effect. A portion of the library; rates above refer to the full screens.
SMILES,TDP1 block,DT40 TDP1 no CPT,KAT2A inh
COC(=O)C1C/C(=N\NS(=O)(=O)c2ccc(C)cc2)c2ccsc2C1 (centres undefined),0%,-3%,-3%
COCCNC(=O)c1cccc(OC2CCN(Cc3cccc(C(C)=O)c3)CC2)c1,nt,3%,2%
Cc1cc(Cl)ccc1OCc1cc(=O)n2c3c(sc2n1)CCCC3,1%,0%,-1%
CCOc1c(OC)cccc1C(=O)NCC1(c2ccccc2)CCCC1,nt,6.5µM*,-9%
Cc1ccc(-n2ncc(C(=O)NC3CCCCC3)c2C2CCN(C(=O)OC(C)(C)C)CC2)cc1,2%,23µM*,0%
C/C(=N\Nc1cc(C)nc(NCc2ccccc2)n1)c1cccc([N+](=O)[O-])c1,10%,2.9µM*,2%
CC1(c2ccccc2Cl)NC(=O)N(CC(=O)Nc2ccc3c(c2)OCO3)C1=O (centres undefined),2%,-6%,-1%
CC(C)CCN1C(Nc2ccccc2)=NC[C@@H]1C,nt,?,-3%
Cc1cccc(OCC(=O)N2CCN(C(=O)CCC3CCCC3)CC2)c1,2%,?,-12%
CN(C(=O)COC(=O)c1cc(S(=O)(=O)N2CCOCC2)ccc1Cl)C1CCS(=O)(=O)C1 (centres undefined),-12%,-12%,5%
CCN1CCN(C(=O)c2cc3c(s2)-c2c(C)cccc2OC3)CC1,nt,?,?
Cc1ccc(C)c(NC(=O)c2nn(C)c3c2CS(=O)(=O)c2ccccc2-3)c1,4%,?,0%
CCc1cc(=O)n2c([nH]c3ccccc32)c1C#N,9%,?,-2%
O=C1OCCC1Sc1nc2ccccc2c(=O)n1Cc1ccc(F)cc1 (centres undefined),5%,-15%,-5%
Cc1ccc2nc(NC(=O)C3CCN(S(=O)(=O)c4cccs4)CC3)sc2c1,4%,16µM*,-7%
CC1CCCC(NC(=O)NC(=O)COC(=O)C2=NN(c3ccccc3)C(=O)CC2)C1C (centres undefined),0%,6%,0%
O=C(NC1CCN(Cc2ccccc2)CC1)C1CCN(c2nnc(-n3cccc3)s2)CC1,3%,?,-1%
COCc1cc(C)nc(SCC[N+](C)(C)CC(=O)Nc2ccccc2)c1C#N,-2%,-6%,-2%
COCCc1nc2ccc(C(=O)N3CCCC(CCCO)C3)cc2o1 (centres undefined),3%,0%,-13%
O=C(Nc1nnc(-c2ccccc2)o1)c1cc(Cl)sc1Cl,6%,9.2µM*,-2%
CN1CC(c2ccccc2Cl)C2(COc3ccccc3C2=O)C12C(=O)Nc1ccccc12 (centres undefined),8%,?,-21%
COc1ccc(CCN(C)C2CCCN(C(=O)CCSC)C2)cc1OC (centres undefined),nt,-1%,-5%
CC1(c2ccccc2)NC(=O)N(CC(=O)Nc2ccc3c(c2)OCO3)C1=O (centres undefined),2%,-9%,-5%
O=C(CSc1ccccc1)NC(=O)NCc1ccccc1,nt,19%,-1%
Nc1nnc(SCc2ccccc2F)s1,nt,10%,?
Cc1cccn2c(Nc3ccc4c(c3)OCCO4)c(-c3ccc(Br)o3)nc12,4%[12.3 µM],?,-23%
COc1ccccc1NC(=O)C(=O)/C=C(\O)c1ccccc1,-1%,15µM*,-4%
C/C(O)=C(\C#N)P(=O)(c1ccccc1)c1ccccc1,-1%,-8%,-8%
O=C(NCCOc1ccccc1)c1ccccc1NC(=O)C1CCCO1 (centres undefined),6%,-11%,-9%
Cc1ccc(C)c(NC(=O)CSc2nccn2-c2cccc(C)c2C)c1,7%,21µM*,-13%
CCC(C)(C)NC(=O)C(c1ccc(C)cc1)N(CC1CCCO1)C(=O)CNC(=O)c1cccs1 (centres undefined),0%,-5%,-3%
Cc1cc(C)cc(NC(=S)NCc2ccc(F)cc2)c1,7%,?,2%
O=C(CCc1ccccc1)NC1(Cc2ccccc2)CCN(CCCc2ccccc2)C1=O (centres undefined),-4%,8.2µM*,-2%
O=C(COC(=O)c1ccc(Cl)c([N+](=O)[O-])c1)Nc1ccccc1OC(F)F,6%,-22%,-3%
O=C(CCCc1ccccc1)NCCS(=O)(=O)N1CCN(c2ccc(F)cc2)CC1,nt,?,?
CCN(CC)C(=O)Cn1c(=O)n(-c2ccc(OC)cc2OC)c(=O)c2c(C)c(C(=O)N(CC)CC)sc21,0%,17%,5%
COc1ccc(-c2nc3c(c4nnc(SC(C)C(=O)Nc5ccccc5)n24)COC(C)(C)C3)cc1 (centres undefined),2%,-3%,22%
CSc1nc2c(cc1C#N)CCCCC2,0%,?,-5%
Nc1nnc(-c2cccc([N+](=O)[O-])c2)s1,6%,-21%,3%
CCCCCc1c(O)nc(SCCN(CC)CC)[nH]c1=O,5%,15%,-2%
Cc1ccc(-c2nc(=S)c3c(n2Cc2ccco2)CC(C)(C)OC3)cc1,0%,23µM*,-26%
CCOc1ccc(NC(=O)N2CC=C(c3c[nH]c4ccccc34)CC2)cc1,6%,2.3µM*,-2%
Cc1ccc(S(=O)(=O)c2nc(-c3cccs3)oc2NCCCN(C)C)cc1,0%,3%,-2%
O=C(c1ccco1)N1C(=O)c2cccc3c(S(=O)(=O)N4CCCC4)ccc1c23,4%,?,-1%
COc1cccc2sc(Nc3nnc(-c4ccccc4Cl)o3)nc12,5%,1.5µM*,-5%
O=C(NCCc1cccs1)C1CC1,3%,-3%,-25%
Cc1cccc(N2CCN(C(=O)CSCc3c(C)noc3C)CC2)c1C,1%,7.3µM*,-24%
CNC(=S)NCC(O)c1ccc([N+](=O)[O-])cc1 (centres undefined),2%,-4%,3%
CCc1ccc(NC(=O)Cn2c(=O)n(-c3ccccc3C)c(=O)c3c2c2cc(OC)ccc2n3C)cc1,3%,-27%,-8%
Cc1cc(=O)oc2cc(OCC3CC(c4ccccc4)=NO3)ccc12 (centres undefined),5%,18µM*,-6%
O=C1CC[C@@H](OCc2ccccc2)CCN1CC[C@H](Sc1ccccc1)c1ccccc1,nt,18µM*,-22%
Cc1ccc(S(=O)(=O)N2CCN(C(=O)COC(=O)c3cc(C)oc3C)CC2)cc1,7%,-22%,-2%
CC(=O)NCCc1ccc(C(=O)COC(=O)c2cccn2C)cc1,1%,-19%,2%
CCCOc1ccc(N2C(=O)CC(SCCc3nc4ccccc4[nH]3)C2=O)cc1 (centres undefined),10%,?,-1%
CC(C)Sc1oc(-c2cccs2)nc1S(=O)(=O)c1ccc(Cl)cc1,0%,?,-4%
Cc1ccc(Cl)cc1N1CCN(C(=O)COc2ccc3c(c2)CCC3)CC1,0%,21µM*,-8%
COc1ccc(C(=O)O)cc1NC(=S)NC(=O)CSc1ccc(Cl)cc1,4%,0%,-11%
Cc1cc(NC(=O)CCC(=O)N(c2ccc(F)cc2)C2(C(=O)NC3CCCCC3)CCCC2)no1,0%,-27%,-10%
O=C(CN(C(=O)CNS(=O)(=O)c1ccccc1)c1ccc2c(c1)OCCO2)NCc1ccco1,5%,-20%,-1%
COc1ccc(/C=N/N(C)C2=NS(=O)(=O)c3ccccc32)cc1,nt,-4%,-15%
# Continuation.
SMILES,TDP1 block,DT40 TDP1 no CPT,KAT2A inh
Fc1ccc2cc(-c3ccccc3F)ncc2c1,-13%,-21%,-1%
CN(C)C=Nc1nonc1-c1ccccc1,1%,1%,-1%
COc1ccc(CCNC(=O)c2cc(=O)[nH]c3ccccc23)cc1,1%[0.0935 µM],6%,0%
O=C(NCc1ccccn1)c1cc(-c2ccccc2Cl)nc2ccccc12,8%,-14%,-6%
CC(CN1CCN(Cc2ccccc2)CC1)OC(=O)c1ccco1 (centres undefined),-1%,-13%,24%
CCCOC(=O)c1ccc(NS(=O)(=O)c2cccs2)cc1,5%,-22%,-7%
Cc1ccc(OCc2cc(C(=O)NCc3cnn(-c4cccc(F)c4)c3)no2)cn1,2%,?,-8%
O=S1(=O)CCO[C@H]2Cc3ccccc3[C@H]2N1Cc1ccc(F)cc1,nt,?,-6%
COc1ccc(CN(C)C(=O)c2cc(S(=O)(=O)N3CCOCC3)ccc2N2CCCC2)cc1,nt,?,-6%
COc1ccc(C(=S)N2CCOCC2)cc1OC(=O)c1ccc(C)cc1,nt,-11%,-6%
Cc1nn2c(=O)c(NC(=O)c3ccc(F)cc3)cnc2s1,-2%,-12%,-12%
CC(=O)N1CCCc2cc(S(=O)(=O)NCc3ccc(N(C)C)cc3)ccc21,2%,21µM*,1%
Cc1onc(-c2c(F)cccc2Cl)c1C(=O)ONC(=O)c1ccco1,-1%,5%,-16%
COc1ccc(OC(C)C(=O)N(C)Cc2nc(-c3ccc(C)cc3)no2)cc1 (centres undefined),7%,?,-5%
Cc1ccc2c(c1)N(CC(=O)N1CCCc3ccccc31)C(=O)C(C)O2 (centres undefined),4%,?,-5%
CCOC(=O)C1(Cc2cccc(OC)c2)CCN(Cc2cc(OC)ccc2OC)CC1,5%,16µM*,-17%
CCCCOc1ccc(CNC(=O)CN2CCSc3ccccc32)cc1,9%,nt,?
Cc1ccc(C(=O)c2oc3ccccc3c2NC(=O)c2cc(-c3ccccc3)on2)cc1,-4%,0%,-8%
CC1Cc2ccccc2N1C(=O)Cn1cc([N+](=O)[O-])ccc1=O (centres undefined),0%,-7%,-2%
CCN1CCN(CCNC(=O)c2ccc3c(c2)N(Cc2ccc(F)cc2)C(=O)/C(=C/c2ccccc2)S3)CC1,5%,8.2µM*,-9%
O=C(CSc1ccc2ccccc2c1)Nc1nc2ccccc2[nH]1,0%,?,-1%
Cc1ccc2nc(CSc3nc(C)ccc3C#N)[nH]c2c1,6%,32µM*,-4%
COc1ccc(S(=O)(=O)N(CC(=O)NC2CCCC2)c2ccccc2OC)cc1,2%,?,?
Cc1cc(N2CCC(C(=O)Nc3ccccc3Cl)CC2)n2nc(C)c(-c3ccc(Cl)cc3)c2n1,1%,-60%,-3%
CC(C)Cc1nnc(NC(=O)CCC(=O)N2CCN(Cc3ccc(F)cc3)CC2)s1,-1%,-4%,-3%
CC1=NN(C(N)=S)C(=O)C1N=Nc1ccccc1Cl (centres undefined),nt,2.9µM*,-1%
Cc1cc(C)cc(N(C(=O)c2csnn2)C(C(=O)NC2CCCCC2)c2ccncc2)c1 (centres undefined),nt,-2%,-2%
O=C(CNC(=O)c1cccs1)c1ccc([N+](=O)[O-])cc1,1%,-11%,-5%
COC(=O)C1=C(C)Nc2ccc(C)cc2S1,9%,?,-4%
CC1(NC(=O)Nc2ccccc2)CCS(=O)(=O)C1 (centres undefined),nt,3%,0%

# Among those listed so far, 5 contain a cyano group:
SMILES,TDP1 block,DT40 TDP1 no CPT,KAT2A inh
CCc1cc(=O)n2c([nH]c3ccccc32)c1C#N,9%,?,-2%
COCc1cc(C)nc(SCC[N+](C)(C)CC(=O)Nc2ccccc2)c1C#N,-2%,-6%,-2%
C/C(O)=C(\C#N)P(=O)(c1ccccc1)c1ccccc1,-1%,-8%,-8%
CSc1nc2c(cc1C#N)CCCCC2,0%,?,-5%
Cc1ccc2nc(CSc3nc(C)ccc3C#N)[nH]c2c1,6%,32µM*,-4%

# Quoted from the results shown for reference:
SMILES,TDP1 block,DT40 TDP1 no CPT,KAT2A inh
CC(C)Cc1nnc(NC(=O)CCC(=O)N2CCN(Cc3ccc(F)cc3)CC2)s1,-1%,-4%,-3%
CC1=NN(C(N)=S)C(=O)C1N=Nc1ccccc1Cl (centres undefined),nt,2.9µM*,-1%
Cc1cc(C)cc(N(C(=O)c2csnn2)C(C(=O)NC2CCCCC2)c2ccncc2)c1 (centres undefined),nt,-2%,-2%
O=C(CNC(=O)c1cccs1)c1ccc([N+](=O)[O-])cc1,1%,-11%,-5%
COC(=O)C1=C(C)Nc2ccc(C)cc2S1,9%,?,-4%
CC1(NC(=O)Nc2ccccc2)CCS(=O)(=O)C1 (centres undefined),nt,3%,0%

# Remaining list, next part.
SMILES,TDP1 block,DT40 TDP1 no CPT,KAT2A inh
O=C(CCc1cn(Cc2ccc(F)cc2)c2ccccc12)NC1CCCCC1,0%,-10%,0%
COCc1[nH]nc2c1C(c1ccccc1F)C(C#N)=C(N)O2 (centres undefined),4%,-19%,-4%
COc1ccc2cc(CCNS(=O)(=O)c3ccc(C)cc3)c(=O)[nH]c2c1,0%[12.3 µM],9.2µM*,-10%
COc1c(F)c(F)c(C(=O)Nc2ccc3oc(-c4ccncc4)nc3c2)c(F)c1F,7%,-18%,-17%
Cc1cc(C)c(S(=O)(=O)NCC2CCC(C(=O)NCCc3ccccc3)CC2)c(C)c1 (centres undefined),-1%,15µM*,1%
Cc1ccc(C2CC(=O)NC(SCc3ccccc3)=C2C#N)o1 (centres undefined),-9%,?,-5%
COc1ccc(NC(=O)c2cc3c(=O)n(Cc4cccs4)ccc3nc2C)cc1,2%,?,2%
COC(=O)c1sccc1NC(=O)COc1ccc(Cl)cc1Cl,2%,-10%,54%[activator]
